# Source: PubChem BioAssay (several laboratories)
# SMARCA2 activ – activators of SMARCA2 function. activation, % at 9.1 µM. hit rate 1% among 370,000. MG213 cells, MMTV-luciferase reporter, dexamethasone, overnight; in the data active = activation above about 7.8%;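 also: 0% = vehicle wells and 100% = reference activator wells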
# NPR2 activator – GC-B (human) receptor activation; activation, % at 10 µM; hit rate 0.11% among 370,000; P20594; HEK293-GC-B cells, CNP EC30, cGMP TR-FRET; 0% at EC30 CNP, 100% saturating CNP;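 active = activation at 10 µM reaching about 35% in either raw or pattern-adjusted values, limit read from the data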
# Target sequence (P20594 whole entry, looked up): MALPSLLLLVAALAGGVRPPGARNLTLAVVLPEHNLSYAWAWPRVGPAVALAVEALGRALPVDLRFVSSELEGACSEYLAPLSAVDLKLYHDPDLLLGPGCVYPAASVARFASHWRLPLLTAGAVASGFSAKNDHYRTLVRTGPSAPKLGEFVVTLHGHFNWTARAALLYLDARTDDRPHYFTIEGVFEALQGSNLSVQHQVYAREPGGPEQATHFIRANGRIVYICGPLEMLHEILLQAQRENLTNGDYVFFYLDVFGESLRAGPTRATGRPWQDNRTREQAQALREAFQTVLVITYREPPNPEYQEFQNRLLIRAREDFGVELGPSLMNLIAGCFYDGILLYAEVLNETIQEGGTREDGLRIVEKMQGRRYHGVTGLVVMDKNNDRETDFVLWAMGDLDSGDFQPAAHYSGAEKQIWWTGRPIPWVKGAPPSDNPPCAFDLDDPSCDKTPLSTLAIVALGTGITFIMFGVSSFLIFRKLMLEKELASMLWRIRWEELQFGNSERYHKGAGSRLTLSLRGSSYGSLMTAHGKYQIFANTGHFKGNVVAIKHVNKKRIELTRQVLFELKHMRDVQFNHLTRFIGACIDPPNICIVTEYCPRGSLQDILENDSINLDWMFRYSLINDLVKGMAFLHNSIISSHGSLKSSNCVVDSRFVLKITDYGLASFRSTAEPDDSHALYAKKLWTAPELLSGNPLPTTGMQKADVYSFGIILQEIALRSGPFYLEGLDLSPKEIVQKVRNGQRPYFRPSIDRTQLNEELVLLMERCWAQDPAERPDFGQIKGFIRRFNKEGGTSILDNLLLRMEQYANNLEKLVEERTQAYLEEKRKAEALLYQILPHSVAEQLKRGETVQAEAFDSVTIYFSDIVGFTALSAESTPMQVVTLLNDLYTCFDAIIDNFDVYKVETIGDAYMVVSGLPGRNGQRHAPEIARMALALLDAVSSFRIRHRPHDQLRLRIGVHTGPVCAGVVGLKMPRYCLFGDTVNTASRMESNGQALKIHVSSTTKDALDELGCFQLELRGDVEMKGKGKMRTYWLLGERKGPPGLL
# DAX1 inh-1 – DAX1 (NR0B1) inhibition, primary screen; HEK293T StAR-luciferase reporter, SF-1/DAX-1 repression relief; inhibition, % at 6.8 µM; hit rate 1.1% among 370,000; AID 652010;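 active = inhibition above the mean over all tested compounds plus 3 SD, cut at about 3.6% in these data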;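 also: 0% = DAX-1 cells with DMSO and 100% = cells lacking DAX-1 with DMSO; higher inhibition means more luminescence from relief of DAX-1 repression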
# hcDAF12 agonist – activators of H. contortus DAF-12 nuclear receptor. HEK293 hcDAF-12 lit1-tk-luc reporter, luminescence; 0% DMSO, 100% Δ7-dafachronic acid. activation, % at 6.8 µM. hit rate 1.4% among 370,000;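 active = activation above the mean of all tested compounds plus 3 SD, cut at about 5.5% in these data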;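 also: 100% = response to 3 µM Δ7-dafachronic acid high control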
# ssDAF-12 act – activates DAF-12 receptor from parasite S. stercoralis; HEK293 ssDAF-12/GRIP1 lit1-tk-luc reporter, luminescence; % of 3 µM dafachronic acid response; activation, % at 6.8 µM; hit rate 1% among 370,000;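 active = activation above the mean over all tested compounds plus 3 SD, cut at about 0.9% in these data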;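 also: 0% = DMSO-only wells and 100% = 3 µM delta7-dafachronic acid wells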
# GC-A act – GC-A (human) enzyme activation; activation, % at 10 µM; HEK293 GC-A cells, cGMP TR-FRET, EC30 ANP; 0% at EC30 ANP, 100% saturating ANP; P16066; hit rate 0.14% among 370,000; AID 1671463; in the data active = activation above about 40%
# sPLA2-III inh – Inhibits HGIII-sPLA2 liposome hydrolysis, primary screen | QFRET BODIPY PC-A2 liposome hydrolysis, fluorescence | Q9NZ20 | inhibition, % at 12.2 µM | hit rate 0.56% among 370,000;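 active = inhibition above mean plus 3 SD of compounds lying within the high and low control bounds, cut at about 19% in these data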;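 also: 0% = median of test compound wells and 100% = no enzyme DMSO wells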
# hgDAF12 agonist – hgDAF-12 agonism, primary luciferase screen. HEK293 GAL4-hgDAF12 UAS-luciferase reporter, agonist luminescence; normalized to butyrate control. activation, % at 6.8 µM. hit rate 1.8% among 370,000. AID 687014;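 active = activation above a cutoff set at the mean of all screened compounds plus 3 SD, cut at about 10% in these data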;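 also: 0% = DMSO wells and 100% = sodium butyrate wells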
# FXN GAA850 act – frataxin GAA850 promoter activation | HEK293 lucGAA850 FXN promoter luciferase reporter, 24 h; percent of 10 µM SAHA response | activation, % at 6 µM | hit rate 0.56% among 360,000 | AID 540364;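 active = activation above the average of all compounds screened plus 3 SD, cutoff fixed separately per campaign, cut at about 7.5% in these data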;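 also: 0% = DMSO wells and 100% = 10 µM SAHA wells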
# KLK7 zymogen act – activates the human kallikrein-7 zymogen | hit rate 0.9% among 370,000 | activation, % at 7 µM | purified proKLK7, EDANS-DABCYL substrate fluorescence; 100% is mature enzyme control, 0% vehicle | P49862;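 active = activation above the mean of all tested compounds plus 3 SD, computed per campaign excluding outliers beyond control limits, cut at about 13% in these data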
# DAX1 inh-2 – inhibitors of human orphan nuclear receptor DAX1 (NR0B1); HEK293 Gal4-DAX1 luciferase reporter, luminescence; inhibition, % at 6.75 µM; hit rate 0.99% among 340,000; AID 504766;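 active = inhibition above the mean over all tested compounds plus 3 SD, cut at about 4.2% in these data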;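 also: 0% = DAX1-transfected cells with DMSO and 100% = empty-vector control cells with DMSO; inhibition shows as a rise in luminescence from relieved DAX1 repression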
# Starred values were filed as active, the others as inactive; x = no result given.
SMILES,SMARCA2 activ,NPR2 activator,DAX1 inh-1,hcDAF12 agonist,ssDAF-12 act,GC-A act,sPLA2-III inh,hgDAF12 agonist,FXN GAA850 act,KLK7 zymogen act,DAX1 inh-2
O=S(=O)(Nc1cccc(C(F)(F)F)c1)c1cnc[nH]1,3,-1,-0.5,-1.9,-1.2,3,-31,0.0,-0.8,0.1,0.1
Cc1nn(C(=O)C(C)N2C(=O)c3ccccc3C2=O)c(C)c1Br (stereo unspecified),0,-12,-0.2,-1.0,-1.5,-11,4,-0.6,-1.2,-0.8,-0.9
NC(=O)c1cc(S(=O)(=O)NCc2cccs2)cs1,-1,-2,1.1,1.0,-1.1,4,9,-0.7,-0.2,-0.1,1.5
Cc1ccc(C)c(NC(=S)N2CCC(NC(=O)c3ccco3)CC2)c1,-3,-5,0.3,-1.0,-0.8,-1,3,0.1,1.7,0.1,0.6
C[C@@H]1C=CCCO[C@]12C(=O)N(Cc1ccccc1C(F)(F)F)c1ccccc12,-5,-2,-0.2,-2.5,-1.6,-3,10,-3.7,x,0.3,x
CN(C(=O)c1cccc(NC(=O)Cc2ccc(NC(=O)C3CCN(C(=O)CCc4ccccc4)CC3)cc2)c1)C1CCC1,-5,3,-0.8,-2.2,-1.5,-3,-18,-0.7,-0.3,0.7,-1.1
CC1CCCCC12NC(=O)N(CC(=O)Nc1ccc(OC(F)F)cc1)C2=O (stereo unspecified),0,1,0.3,-0.6,-0.8,3,1,1.3,0.7,0.2,0.1
CN(Cc1ccccc1)C(=O)c1cccc(NC(=O)Cc2cccc(NC(=O)C3CCN(C(=O)c4ccccc4)CC3)c2)c1,-3,-1,-0.6,-2.5,-0.3,3,-25,-1.1,0.0,0.7,-0.6
Cc1sc2nc(CSC(C)C(=O)Nc3ccc(C(N)=O)cc3)[nH]c(=O)c2c1C (stereo unspecified),0,5,0.2,-0.9,-0.6,0,-2,2.7,2.0,0.6,1.5
Cn1c(C(=O)NCCCN2CCN(c3ccccc3F)CC2)cc2c(=O)n(C)c3ccccc3c21,-1,-10,-1.3,-2.4,-0.7,-19,-9,-0.6,-1.6,-0.4,-0.7
COc1ccc(OCC(O)CNC(=O)Nc2ccccc2)cc1 (stereo unspecified),-4,0,-0.3,0.4,-0.3,-1,-4,-0.9,-0.1,0.4,-1.6
CSCCC(NC(=O)COc1ccccc1)C(=O)OCC(=O)c1cc2ccccc2o1 (stereo unspecified),-2,2,0.1,3.5,0.0,1,2,4.8,-0.1,-0.6,1.2
O=C(NCc1cccc(Cl)c1)c1ccc(S(=O)(=O)Nc2cccc(C(F)(F)F)c2)cc1,-2,0,-0.5,1.0,-0.8,-2,-90,4.4,-0.7,1.1,-1.2
CC(=O)C1=C(O)C(=O)N(c2ccc(Br)cn2)C1c1cccc([N+](=O)[O-])c1 (stereo unspecified),4,0,0.2,-0.9,-0.8,2,-12,-3.2,-1.1,0.2,-0.1
O=S1(=O)c2ccc(Br)cc2OC[C@H](c2ccccc2)N1Cc1ccccc1,0,-1,-0.4,-1.2,0.3,-3,0,0.8,x,-0.7,x
Cc1ccc(NC(=O)c2cc(-c3ccccc3)n[nH]2)cc1,-2,1,0.2,-1.7,-1.2,7,-4,4.3,2.0,-0.1,3.3
CCOc1nc2c(c(-c3cccs3)c1C#N)Cc1ccccc1-2,-4,-4,0.1,0.0,-1.1,-6,3,-0.6,0.0,-0.1,x
Cc1ccc2nc(-c3cccnc3)c(NC3CCCCC3)n2c1,-1,34,0.2,0.2,-1.4,28,7,1.3,2.0,0.9,-1.2
CCOC(=O)C1=C(c2ccccc2)NC(=O)NC1c1ccc(OC)cc1 (stereo unspecified),0,9,-1.7,-1.6,-2.3,-3,0,1.7,-0.1,0.6,-1.1
O=C(NCc1cccnc1)C1CCC(CNS(=O)(=O)c2cccc3nsnc23)CC1 (stereo unspecified),0,4,-0.2,-0.5,-0.6,3,4,-0.9,-0.2,0.3,0.8
Cc1ccc(CNC(=O)C2CCCN(S(=O)(=O)c3c(C)[nH]c(=O)[nH]c3=O)C2)cc1 (stereo unspecified),-2,8,0.6,0.3,-0.5,6,6,1.3,-0.1,-0.3,0.7
CC(C)(C)C1CCC(OC(=O)C[N+]2(C)CCCC2)CC1 (stereo unspecified),-1,6,0.1,-0.7,-0.9,-2,1,1.6,-1.1,-0.1,1.3
O=C(CCCN1C(=O)CCC1=O)Nc1ccc(Br)cc1F,3,3,0.7,-1.6,-0.6,2,-1,3.7,1.9,0.0,1.6
CCC(CC)C(=O)Nc1cccc(C(=O)Nc2ccc3c(c2)OCO3)c1,3,5,0.9,3.5,-0.3,1,-4,4.2,2.9,-0.4,-0.1
COC(=O)c1cc(Br)c(=O)n(CCC2=CCCCC2)c1,-1,-4,0.2,-0.5,-1.1,-2,11,-2.5,-0.4,-1.0,1.6
CCn1cnc2sc(-c3ccccc3)cc2c1=O,3,-23,1.8,3.6,0.9*,-6,-4,17*,4.9,0.1,0.8
CCOc1ccccc1C(=O)NC(C(=O)NCCc1ccccn1)C(C)C (stereo unspecified),3,-5,-0.1,-0.2,-0.9,-4,2,-1.8,-0.1,-0.3,-0.2
Cc1ccc(N(CC(=O)N2CCN(c3ccc(F)cc3)CC2)S(=O)(=O)c2c(C)noc2C)cc1,-2,0,0.0,-1.5,-1.3,8,-2,1.7,-1.3,-0.1,0.1
O=C(Nc1cccc(Cl)c1)Nc1ccc(Cl)cn1,0,1,0.9,-1.3,-0.7,1,4,-0.3,1.0,-0.3,-0.5
CCc1ccc(N2C(=O)CN(Cc3sccc3C)C2=S)cc1,3,5,-0.7,-0.7,-0.1,3,-162,3.3,0.4,-0.4,-0.4
CCOC(=O)CSc1nccc(N(C)C)c1C#N,3,-3,-0.1,0.9,-1.1,-1,-4,0.1,-0.8,-0.2,0.7
CCOC(=O)C1=C(COC(=O)c2ccc(Cl)c(S(=O)(=O)N3CCOCC3)c2)NC(=O)NC1C (stereo unspecified),0,3,-0.3,-1.9,-1.4,-2,-4,0.9,-2.1,0.3,0.0
CC(=O)Nc1cc(C(F)(F)F)ccc1N1CCOCC1,1,-1,0.2,0.5,-1.6,-1,2,1.8,0.6,0.2,0.6
CC(C)c1ccc(/C=C/C(=O)O)cc1,-4,2,1.0,1.1,0.0,4,9,2.4,2.0,0.0,4.3*
COc1ccc(-n2nc(C(=O)NCC(=O)NCCCN3CCOCC3)c3ccccc3c2=O)cc1Cl,-4,1,0.3,-1.0,-1.4,0,6,-0.2,0.0,-0.7,-1.8
O=C(c1ccccc1)N1CCN(C(=O)c2cccnc2)CC1,-2,-6,0.2,0.4,-1.4,0,-4,0.3,0.4,0.3,2.3

# In the list so far, these have a furan ring, fused or not:
SMILES,SMARCA2 activ,NPR2 activator,DAX1 inh-1,hcDAF12 agonist,ssDAF-12 act,GC-A act,sPLA2-III inh,hgDAF12 agonist,FXN GAA850 act,KLK7 zymogen act,DAX1 inh-2
Cc1ccc(C)c(NC(=S)N2CCC(NC(=O)c3ccco3)CC2)c1,-3,-5,0.3,-1.0,-0.8,-1,3,0.1,1.7,0.1,0.6
CSCCC(NC(=O)COc1ccccc1)C(=O)OCC(=O)c1cc2ccccc2o1 (stereo unspecified),-2,2,0.1,3.5,0.0,1,2,4.8,-0.1,-0.6,1.2

# (next part)
SMILES,SMARCA2 activ,NPR2 activator,DAX1 inh-1,hcDAF12 agonist,ssDAF-12 act,GC-A act,sPLA2-III inh,hgDAF12 agonist,FXN GAA850 act,KLK7 zymogen act,DAX1 inh-2
CC(C)(C)c1cc(NC(=O)COC(=O)c2ccc(O)cc2O)n(-c2ccccc2)n1,-2,-13,-1.8,-2.5,-1.7,-9,-21,-3.9,-1.7,-0.4,-0.8
NC(=O)C1CCN(c2nc(-c3ccc4c(c3)OCCO4)cs2)CC1,2,0,-0.3,-0.1,-1.4,4,9,1.1,x,-0.1,x
COc1ccc(CC(=O)N2CCCc3ccccc32)cc1OC,-6,3,-0.7,-0.9,-0.6,2,-5,0.1,0.9,-0.8,-0.3
O=C(O)c1c2c(nc3ccc(Cl)cc13)CCC2,-4,0,0.1,3.3,-0.9,1,2,-0.7,0.3,0.0,-1.2
COCCCNC(=O)CNC(=O)c1nn(-c2ccc(OC)cc2)c(=O)c2ccccc12,-3,4,0.1,-1.1,-0.8,4,8,-1.7,0.3,0.4,1.9
CC(Sc1n[nH]c(N)n1)C(=O)Nc1cccc2ccccc12 (stereo unspecified),-4,0,-0.4,-0.1,-0.5,-2,-6,-0.4,0.5,-0.5,-0.2
Clc1ccc(-c2cc(CN3CCCCC3)no2)cc1Cl,2,3,1.1,1.7,-1.1,-3,-7,4.1,2.0,-0.1,0.1
Cc1ccc(-c2ccc(/C=N/n3cnnc3)o2)cc1Cl,0,-13,-0.6,-1.6,-1.8,-10,-2,-0.9,0.3,0.3,-0.4
CCS(=O)(=O)N1CCC2(CC1)OCCN2S(=O)(=O)c1ccc(OC)cc1,-1,2,2.5,-1.8,-1.1,2,6,0.7,-0.6,0.4,-0.9
COc1cc(C2C(C#N)=C(C)NC3=C2C(=O)c2ccccc23)cc(OC)c1OC (stereo unspecified),-1,0,0.6,3.5,-0.2,4,-1,-3.1,3.7,-0.6,0.5
CCCCCCC#Cc1cncc(C(=O)NNC(=O)Nc2cc(Cl)cc(Cl)c2)c1,-6,4,0.0,2.2,-1.6,2,0,1.7,1.1,0.0,x
COc1ccc(OC)c(S(=O)(=O)N2CCN(C(=O)CCc3ccccc3)CC2)c1,-1,-3,-0.1,-0.8,-0.9,-1,-8,0.2,0.6,-0.9,1.3
CN1CCN(S(=O)(=O)c2cccc(C(=O)Oc3ccc(C(C)(C)C)cc3)c2)CC1,-3,0,0.0,0.8,-1.3,-1,8,-0.3,-0.5,-0.1,-0.9
c1ccc(COc2ccc(-c3cc4nc(NCc5ccc6c(c5)OCO6)ccn4n3)cc2)cc1,-1,-2,-3.8,-2.4,-2.2,2,-10,0.2,-0.9,-27,x
O=C(Nc1ccc([N+](=O)[O-])cc1)Nc1ccc(OC(F)F)c(Cl)c1,-6,-3,-0.5,-0.4,-2.1,24,-2,-0.7,-11,0.5,-4.3
Cc1ccccc1NC(=O)c1cccc(N2C(=O)C3C4CC(C(Br)C4Br)C3C2=O)c1 (stereo unspecified),2,7,0.6,0.5,-1.7,-3,-7,1.9,0.0,0.1,0.1
CC(O)CNc1nc2c(c(=O)n(C)c(=O)n2C)n1Cc1cccc(Br)c1 (stereo unspecified),-3,7,-1.8,-3.4,-2.0,6,-3,-2.0,-4.7,0.3,-2.5
Cc1cccc(OCC(=O)Nc2ccc3c(C)cc(=O)oc3c2)c1,-1,-5,0.8,-1.6,-1.2,-2,3,-1.7,3.7,0.7,1.2
CCN(CC(=O)Nc1c(F)cccc1F)C(=O)C1CCN(C(=O)Nc2ccccc2)CC1,-1,-3,-0.4,-1.1,-0.6,1,0,2.0,0.3,-0.1,-0.6
O=C(NC(=S)NNS(=O)(=O)c1ccccc1)c1cccnc1,-1,4,-0.2,1.6,1.1*,2,5,-3.4,2.1,0.1,0.4
CC1CCCCN1S(=O)(=O)c1ccc(C(=O)Nc2nnc(-c3ccncc3)o2)cc1 (stereo unspecified),0,5,-0.9,-0.1,-0.9,-3,-2,-3.3,-1.0,0.1,0.7
